Assay outcomes from PubChem BioAssay.
IDE inh: inhibits human insulin-degrading enzyme in HEK cells; P14735; FAbetaB cleavage, fluorescence polarization; inhibition, % at 5.59 µM; hit rate 0.41% among 320,000; AID 434962;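 active = percent inhibition above the average of all tested compounds plus 3 SD, set per screening campaign, cut at about 16% in these data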;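 note: IDE supplied by intact live HEK cells; FP after avidin binding of uncleaved biotin substrate so inhibition keeps polarization high; 0% = DMSO wells and 100% = 60 µM reference IDE inhibitor Ii1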
Target sequence (P14735 whole entry, looked up): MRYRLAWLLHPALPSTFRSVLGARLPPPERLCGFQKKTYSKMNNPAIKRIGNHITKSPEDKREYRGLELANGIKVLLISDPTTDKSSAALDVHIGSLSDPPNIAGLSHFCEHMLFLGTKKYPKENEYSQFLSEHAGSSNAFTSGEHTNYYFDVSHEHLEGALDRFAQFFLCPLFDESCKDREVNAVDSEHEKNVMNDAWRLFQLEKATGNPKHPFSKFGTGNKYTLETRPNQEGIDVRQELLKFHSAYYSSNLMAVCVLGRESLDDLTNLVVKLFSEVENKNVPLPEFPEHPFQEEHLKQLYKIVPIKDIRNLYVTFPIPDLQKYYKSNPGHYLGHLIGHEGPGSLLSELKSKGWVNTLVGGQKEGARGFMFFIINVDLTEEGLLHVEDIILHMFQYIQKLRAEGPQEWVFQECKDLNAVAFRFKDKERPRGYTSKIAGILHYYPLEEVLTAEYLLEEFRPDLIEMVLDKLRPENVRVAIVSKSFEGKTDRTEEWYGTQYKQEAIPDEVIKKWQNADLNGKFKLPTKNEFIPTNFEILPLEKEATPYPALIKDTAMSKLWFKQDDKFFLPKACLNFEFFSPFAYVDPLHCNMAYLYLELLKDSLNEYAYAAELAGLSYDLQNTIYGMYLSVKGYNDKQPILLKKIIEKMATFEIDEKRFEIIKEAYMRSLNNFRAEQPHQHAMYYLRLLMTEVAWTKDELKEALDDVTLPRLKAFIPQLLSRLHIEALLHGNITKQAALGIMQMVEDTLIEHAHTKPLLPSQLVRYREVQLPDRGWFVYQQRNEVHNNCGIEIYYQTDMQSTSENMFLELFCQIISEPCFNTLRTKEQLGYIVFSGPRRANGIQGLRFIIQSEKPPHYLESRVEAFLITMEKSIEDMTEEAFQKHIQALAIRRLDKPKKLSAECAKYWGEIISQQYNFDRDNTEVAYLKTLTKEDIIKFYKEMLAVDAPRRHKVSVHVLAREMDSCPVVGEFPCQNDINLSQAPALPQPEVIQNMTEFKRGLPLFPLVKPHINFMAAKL
M4 PAM: CHRM4 positive allosteric modulation | activation, % at 3 µM | P08173 | hit rate 0.4% among 360,000 | AID 624126 | CHO-K1 hM4/Gqi5, Fluo-8 calcium fluorescence, ACh EC20; 0% = ACh EC20, 100% = maximal ACh;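 active = activation above its plate's cutoff, the mean activation of sample wells plus 3 SD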; note: some results filed as inactive read as strong as hits
CRFBP-R2 block: CRF-BP/CRF-R2 complex antagonism. HEK293 CRF-R2/CRF-BP, CRF-induced calcium fluorescence. inhibition, % at 11.8 µM. hit rate 0.59% among 350,000. AID 588475;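 active = inhibition of the ligand-induced calcium signal above about 50% at the single tested concentration, limit read from the data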
CRFR2-BP ag: CRF-BP/CRF-R2 complex agonism; HEK293 CRF-R2/CRF-BP, calcium dye fluorescence (FLIPR); percent of saturating CRF peptide response; activation, % at 13.2 µM; hit rate 0.46% among 350,000;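 active = activation of at least 50%, plus an integration ratio under a set limit after plate pattern correction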;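 note: plate controls were neutral control wells without compound for no effect and CRF at EC100 for full effect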
CHRM4 agonist: CHRM4 agonism in calcium assay; P08173; CHO-K1 hM4/Gqi5, Fluo-8 calcium fluorescence; vehicle 0%, full acetylcholine response 100%; activation, % at 3 µM; hit rate 0.14% among 360,000;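 active = activation above the run mean over all test wells plus 3 SD, cut at about 32% in these data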;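 note: peak over basal fluorescence ratio per well then scaled between controls; 0% = DMSO wells and 100% = acetylcholine at EC100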
CHRM5 PAM: positive allosteric modulators of human muscarinic M5 receptor; CHO-K1 hM5, Fluo-8 calcium, ACh EC20 PAM; 0% = ACh EC20, 100% = ACh EC100; activation, % at 3 µM; hit rate 0.3% among 360,000; AID 624038;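 active = activation above the run cutoff, the mean activation of all test compounds plus 3 SD, cut at about 18% in these data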
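system = human M5 receptor in CHO-K1 cells | compound = one concentration, 3 µM final (nominal) | schedule = Post-acetylcholine fluorescence recording 140 s | signal = Fluo-8 calcium dye fluorescence, kinetic read | benchmarks = low control EC20 acetylcholine (0%), high control EC100 acetylcholine (100%) | repeats = singlicate, one well per test compound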
CHRM4 antagonist: antagonists of human muscarinic M4 receptor (CHRM4); P08173; CHO-hM4 cells, ACh EC80, Fluo-8 calcium fluorescence; inhibition, % at 3 µM; hit rate 0.73% among 360,000;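 active = inhibition above its plate's cutoff, the mean inhibition of sample wells plus 3 SD, cut at about 27% in these data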;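 note: 0% = acetylcholine EC80 with DMSO and 100% = DMSO without agonist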
CHRM5 antagonist: blocks acetylcholine activation of human M5 receptor; CHO-hM5 cells, Fluo-8 calcium fluorescence, ACh EC80; hit rate 0.59% among 360,000; P08912; inhibition, % at 3 µM;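 active = inhibition above a per-plate cutoff, the mean of that plate's test compounds plus 3 SD, cut at about 27% in these data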;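 note: 0% = acetylcholine EC80 with DMSO and 100% = DMSO without agonist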
CHRM5 agonist: agonists of human muscarinic M5 receptor (CHRM5) | activation, % at 3 µM | hit rate 0.19% among 360,000 | CHO-K1 hM5 cells, Fluo-8 calcium fluorescence; 0% DMSO wells, 100% maximal acetylcholine response | AID 624037;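 active = activation above the run's mean over test compounds plus 3 SD, cut at about 23% in these data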;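 note: signal is peak over basal fluorescence ratio across the kinetic read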
Numbers without * were called inactive; x = no result given.

nr	SMILES	IDE inh	M4 PAM	CRFBP-R2 block	CRFR2-BP ag	CHRM4 agonist
1	CCCCOC(=O)Nc1nc2ccc(OC)cc2s1	-2	1	-7	-2.3	1
2	COc1ccccc1OCCNC(=O)C1CC(=O)N(c2ccc3c(c2)OCCO3)C1 (stereo unspecified)	-4	3	-3	0.2	1
3	N#C/C(=C\c1cc(Cl)cc(Cl)c1O)C(=O)NC1CCCCC1	4	23	-37	9.0	0
4	O=C(NCc1ccc(F)cc1)c1cccc2c1C(=O)c1ccc(N3CCOCC3)cc1S2(=O)=O	-2	4	-2	28	11
5	Nc1ncnc2c1ncn2[C@@H]1O[C@H](CNS(=O)(=O)CCCCl)[C@@H](O)[C@H]1O	-9	6	11	1.4	0
6	COc1cc(OC)cc(C(=O)N[C@H](C(=O)Nc2ccc(NC(C)=O)cc2)C(C)C)c1	-3	12	-1	0.6	4
7	CC(=O)C1C(c2ccc(Br)cc2)c2c(noc2C)CC1(C)O (stereo unspecified)	1	-5	14	0.3	1
8	CCCCNC(=O)C1CCN(Cc2ccccn2)CC1	1	4	-10	0.3	0
9	CC(=O)C1=C(c2ccccc2)NC(=O)NC1c1cccs1 (stereo unspecified)	3	3	0	-1.1	0
10	Cc1cccc(NC(=O)CSc2ccc(-c3ccco3)nn2)c1C	11	13	3	-3.5	1
11	CSc1nnc2c3c4c(sc3c(=O)n(-c3ccccc3)n12)CC(C)(C)OC4	2	2	-4	0.6	-1
12	CCN(CC)c1ccc(NS(=O)(=O)c2ccc(OC)cc2)cc1	0	2	18	-0.2	0
13	CC(=O)OCC(=O)[C@@]1(OC(C)=O)[C@@H](C)C[C@H]2[C@@H]3C[C@H](F)C4=CC(=O)C=C[C@]4(C)[C@@]3(F)[C@@H](O)C[C@@]21C	2	-15	-31	-0.7	1
14	COC(=O)C1=CN(c2c(C)cc(C)cc2C)C(N)=C(C#N)C1c1ccccc1 (stereo unspecified)	x	10	x	x	5
15	Cc1ccc(NC(=O)c2ccc(F)cc2F)cc1NS(C)(=O)=O	5	-2	-1	-3.3	1

nr	CHRM5 PAM	CHRM4 antagonist	CHRM5 antagonist	CHRM5 agonist
1	-4	-6	10	2
2	12	-8	-3	-4
3	2	-7	1	4
4	-17	-11	9	4
5	1	-7	-6	1
6	6	-4	-12	-4
7	-5	-16	4	-12
8	17	3	-6	-5
9	2	2	11	-1
10	15	-2	1	1
11	7	-1	-6	0
12	7	-1	-7	-2
13	-16	41*	9	0
14	-1	-2	-2	0
15	0	6	6	0

Additional records
nr	SMILES	IDE inh	M4 PAM	CRFBP-R2 block	CRFR2-BP ag	CHRM4 agonist
16	CCOC(=O)N1CCN(C(=O)c2cc(OC)cc(OC)c2)CC1	-6	8	-1	-1.5	3
17	CCN(CC)c1ccc2cc(C(=O)c3cccs3)c(=O)oc2c1	x	-19	x	x	65*
18	CC1CCCN(S(=O)(=O)c2ccc3[nH]c4c(c3c2)CCCC4)C1 (stereo unspecified)	0	-10	-11	1.5	1
19	O=C(Cc1ccccc1)Nc1nc2ccccc2s1	1	3	-1	-0.1	1
20	Cc1cc(C)c(C(=O)COC(=O)c2c(C)noc2C)cc1C	3	16	-10	-0.1	0
21	Cc1ccc(OCC(=O)Nc2c(C)nn(-c3ccccc3)c2C)c(Br)c1	x	3	-2	-0.9	8
22	COc1ccc(C(=O)N2CCCC(c3nc(-c4ccc(C)o4)no3)C2)cc1OC (stereo unspecified)	-5	-5	3	1.6	0
23	Cn1cncc1C#Cc1ccc2cc(CCO)oc(=O)c2c1	-2	7	14	-0.8	1
24	O=S1(=O)c2ccc(Br)cc2N2CCC[C@H]2CN1Cc1ccccc1	x	-5	-8	-0.3	-1
25	COc1cc(NC(=S)N2CCCC(C)C2)c(OC)cc1Cl (stereo unspecified)	-6	17	7	-0.2	1
26	C#CCn1c(=O)cc(C)c2ccccc21	0	10	-2	0.2	1
27	CCn1cc(S(=O)(=O)CC(=O)Nc2ccc(C)cc2)c2ccccc21	-1	-9	-30	-1.6	1
28	Clc1ccccc1-c1nnc(-c2ccc3c(c2)OCO3)o1	3	14	-9	4.2	1
29	CCOc1ncccc1C(=O)OCC(=O)c1ccc(F)cc1	5	5	43	1.1	3
30	NS(=O)(=O)c1ccc(CNC(=O)/C=C/c2ccccc2[N+](=O)[O-])cc1	4	-6	9	0.8	0

nr	CHRM5 PAM	CHRM4 antagonist	CHRM5 antagonist	CHRM5 agonist
16	-3	4	2	4
17	-24	33*	39*	52*
18	-1	-9	7	-1
19	-2	-4	0	-3
20	-2	9	7	-10
21	1	-4	5	5
22	-9	1	17	-1
23	3	-3	7	1
24	-4	-2	-7	-2
25	6	-11	-1	-2
26	11	1	-1	-2
27	-8	1	7	0
28	3	-13	2	-6
29	-3	-5	1	-1
30	0	2	2	-4

Further compounds:
nr	SMILES	IDE inh	M4 PAM	CRFBP-R2 block	CRFR2-BP ag	CHRM4 agonist
31	c1ccc(Oc2ncnc3sccc23)cc1	0	2	6	-1.8	1
32	Cc1ccc(-c2cc(-c3ccccc3)c3c(N)c(S(C)(=O)=O)sc3n2)cc1	1	-4	-16	1.2	1
33	CCc1nc2ccccc2c(C(=O)OCC(=O)NCc2ccco2)c1C	7	-3	-1	-0.9	3
34	Cc1occc1C(=O)NNC(=O)c1ccc(Br)o1	6	-7	1	1.8	9
35	Clc1ccc(COc2cccc(CNCc3ccncc3)c2)cc1	-2	-10	9	-3.0	10
36	Cc1cnc(C(=O)OCC(=O)Nc2cc(S(=O)(=O)N3CCOCC3)ccc2Cl)cn1	1	0	-5	-2.2	1
37	CCCCN(C(=O)C(C)Oc1ccc(Br)cc1)c1c(N)n(Cc2ccccc2)c(=O)[nH]c1=O (stereo unspecified)	-6	1	4	-1.7	1
38	COc1c2c(c(OC)c3c1c(=O)c1ccccc1n3C)OCO2	x	-1	-5	1.9	0
39	Cc1cccnc1NC(=O)c1ccc(Cl)c(S(=O)(=O)N2CCCCCC2)c1	11	2	8	-1.1	4
40	COc1ccc(C(C(=O)NC(C)(C)C)N(Cc2ccc(F)cc2)C(=O)CCC(=O)Nc2cc(C)on2)cc1 (stereo unspecified)	-5	3	-2	0.9	0
41	CC1CCCCC12NC(=O)N(CC(=O)NCc1cccs1)C2=O (stereo unspecified)	x	4	-4	-0.6	1
42	Cc1ccc(C(=O)NCC(=O)NCC(=O)OCc2ccc(F)cc2)cc1	-1	3	15	-6.1	0
43	CN(C)S(=O)(=O)c1ccc(C(=O)OCCCN=C2NS(=O)(=O)c3ccccc32)cc1	3	0	2	-0.9	1
44	CCC1(C)Cc2ccccc2-c2nc(SC)[nH]c(=O)c21 (stereo unspecified)	-1	1	-28	-1.8	1
45	O=C(CCNC(=O)c1ccccc1)N/N=C/c1ccc([N+](=O)[O-])cc1	1	-4	11	-1.7	1

nr	CHRM5 PAM	CHRM4 antagonist	CHRM5 antagonist	CHRM5 agonist
31	8	0	1	-1
32	1	11	4	-5
33	-7	-11	2	0
34	-15	8	7	0
35	-10	12	13	1
36	0	-10	10	1
37	3	-3	-8	-1
38	0	4	7	4
39	-4	-1	-1	1
40	7	-3	-9	0
41	4	3	-3	-1
42	4	-1	-15	-1
43	-4	-5	4	3
44	3	-9	-9	-1
45	-1	0	1	1

(further entries)
nr	SMILES	IDE inh	M4 PAM	CRFBP-R2 block	CRFR2-BP ag	CHRM4 agonist
46	CCN(CC)CCCN1C(=O)C(O)=C(C(=O)c2cc3cccc(OC)c3o2)C1c1ccncc1 (stereo unspecified)	4	3	7	-0.7	1
47	CCc1nn(CC(=O)NCCCN2CCN(CC)CC2)c(=O)c2cc3occc3n12	1	6	0	-2.3	1
48	O=C(CC(c1ccccc1)(c1ccccc1)c1ccccc1)N[C@@H](Cc1ccc(O)cc1)C(=O)O	-3	11	2	-1.8	2
49	CC(C)(CNC(=O)CNC(=O)C1CCCCC1)N1CCOCC1	-3	0	-1	1.0	6
50	CC(=O)c1ccc(N2CCN(C(=S)NCc3ccco3)CC2)cc1	6	-3	10	1.4	6
51	COc1ccc([C@H]2[C@H](C(=O)OC(C)(C)C)N3N=Cc4ccccc4C3C23C(=O)c2ccccc2C3=O)cc1OC (stereo partly specified)	5	-6	27	0.2	4
52	COc1ccccc1OCC(=O)Nc1cc(C(F)(F)F)ccc1-n1cncn1	3	1	-6	-0.1	5
53	CCCCN(C(=O)CSCC(=O)Nc1ccc(OC)cc1)c1c(N)n(Cc2ccccc2)c(=O)[nH]c1=O	-4	9	-14	1.2	1
54	COc1cc(-c2nnc(Cn3cc(C(F)(F)F)ccc3=O)o2)cc(OC)c1OC	-2	0	-3	-1.6	2
55	CC[C@]12c3[nH]c4cc(-c5ccco5)ccc4c3CCN1C(=O)[C@@H](CC(=O)NCCc1ccccn1)C[C@@H]2C(=O)N1CCN(C(=O)c2ccco2)CC1	x	-3	-1	-0.8	1
56	CN(C)CCC(=O)c1ccc(F)cc1	-10	1	6	0.7	1
57	COc1ccc(CN(C)C(=O)c2ccc(NC(=O)CC3SC(N4CCCCC4)=NC3=O)cc2)c(OC)c1 (stereo unspecified)	x	10	3	-1.7	0
58	CCOc1ccc(CNC(=O)c2ccc(Sc3ccc(Cl)cc3)c(NC(C)=O)c2)cc1OC	7	-6	29	-1.1	7

nr	CHRM5 PAM	CHRM4 antagonist	CHRM5 antagonist	CHRM5 agonist
46	-1	6	-1	2
47	6	0	-9	-1
48	-3	-2	11	0
49	-1	-3	3	0
50	-5	-8	13	-1
51	-4	3	-2	-2
52	1	-3	1	-2
53	5	1	0	1
54	-3	-4	-3	2
55	2	2	-1	1
56	11	-1	-1	-6
57	9	-8	6	2
58	-4	-3	-6	3
